# Source: PubChem
# eLon inh = inhibits E. coli Lon protease; P0A9M0; purified E. coli Lon protease, fluorescence polarization; inhibition, % at 7.94 µM; 0.42% of 360,000 active; in the data active means inhibition above about 13%, passing the limit was not always enough;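 further: 0% = enzyme with probe and DMSO and 100% = no enzyme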
# SUMO1-SIM PPI = SUMO1-SIM interaction modulation; P63165; SUMO1 binding to a labelled peptide, TR-FRET, 1 h; inhibition, % at 20 µM; 0.33% of 360,000 active; AID 602429; in the data active means inhibition above about 37%
# MsrA inhibitor = inhibitors of bovine MsrA | purified bovine MsrA, absorbance read-out | inhibition, % at 15.5 µM | 0.75% of 360,000 active | AID 651718; in the data active means inhibition above about 4.5%;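 further: 0% = vehicle wells with enzyme and 100% = reference inhibitor wells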
# STEP inh = inhibitors of human striatal-enriched phosphatase STEP; P54829; recombinant STEP, OMFP fluorogenic substrate, fluorescence; inhibition, % at 20 µM; 0.25% of 360,000 active; AID 588621;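 active means inhibition at 20 µM, scaled per plate between control wells, above about 37%, limit read from the data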;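 further: 0% = DMSO with enzyme and substrate and 100% = substrate only without enzyme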
#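 medium = Bis-Tris buffer pH 6.0, 2.5 mM DTT, 0.005% Tween 20 | test system = STEP (striatal-enriched tyrosine phosphatase) enzyme, cell-free | measure = normalized % inhibition | compound dosing = 20 µM, 1% DMSO | also added = 25 µM OMFP | schedule = reaction 20 min, ambient temperature | measured by = fluorescence read at 480 nm ex / 540 nm em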
# LMPTP inh = blocks human LMPTP phosphatase; inhibition, % at 20 µM; 0.22% of 360,000 active; recombinant LMPTP-A, OMFP fluorogenic substrate, fluorescence intensity;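 active means compounds that cut the enzyme signal by at least half of the control window in the single-dose screen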;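 further: plate controls were DMSO wells with enzyme plus substrate for no effect and substrate without enzyme for full effect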
# Target sequence (P24666 whole entry, looked up): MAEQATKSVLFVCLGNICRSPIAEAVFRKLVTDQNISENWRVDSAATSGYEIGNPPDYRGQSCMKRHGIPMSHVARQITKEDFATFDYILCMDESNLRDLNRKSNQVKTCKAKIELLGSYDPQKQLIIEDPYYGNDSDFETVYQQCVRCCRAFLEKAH
#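 test system = LMPTP-A | amount = 0.625 nM LMPTP-A final | reagent = fluorogenic phosphatase substrate OMFP at 400 µM final | incubation = 50 min at room temperature | benchmarks = no-enzyme low control, uninhibited high control | medium = Bis-Tris pH 6.0, DTT, detergent | signal = fluorescence intensity of OMFP turnover product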
# DNMT1 inh = blocks human DNA methyltransferase DNMT1; P26358; DNMT1 molecular beacon, Hinp1I cleavage, fluorescence; inhibition (reported as % activation of signal), % at 10 µM; 0.83% of 360,000 active; in the data active means inhibition above about 50%
# Scp-1 inhibitor = blocks human Scp-1 phosphatase activity. Q9GZU7. Recombinant Scp1, phosphopeptide, malachite green phosphate absorbance. inhibition, % at 20 µM. 0.88% of 340,000 active;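 active means inhibition above about 50% at 20 µM, limit read from the data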;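 further: plate controls were DMSO wells with enzyme for no effect and wells lacking enzyme for full effect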
#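 Assay system: SCP-1 catalytic fragment, aa 76-261 | Buffer or medium: Tris acetate buffer pH 5.5 with MgCl2 and Tween-20 | Compound: One concentration, 20 µM, with 1.0% DMSO | Also added: Phospho 17-mer peptide substrate | Signal: Absorbance at 630 nm | Incubation: 45 min enzyme reaction at room temperature | Measure: % inhibition of SCP-1 phosphate liberation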
# NRP1-CendR mod = NRP-1/CendR interaction modulation; FAM-RPARPAR peptide binding to NRP-1, fluorescence polarization; inhibition, % at 25 µM; O14786; 0.85% of 360,000 active;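 active means inhibition or corrected inhibition above about 18%, plus a signal ratio from 0.5 to 1.5, limit read from the data, passing the limit was not always enough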; further: strong numbers were not always called active
# Target sequence (O14786 whole entry, looked up): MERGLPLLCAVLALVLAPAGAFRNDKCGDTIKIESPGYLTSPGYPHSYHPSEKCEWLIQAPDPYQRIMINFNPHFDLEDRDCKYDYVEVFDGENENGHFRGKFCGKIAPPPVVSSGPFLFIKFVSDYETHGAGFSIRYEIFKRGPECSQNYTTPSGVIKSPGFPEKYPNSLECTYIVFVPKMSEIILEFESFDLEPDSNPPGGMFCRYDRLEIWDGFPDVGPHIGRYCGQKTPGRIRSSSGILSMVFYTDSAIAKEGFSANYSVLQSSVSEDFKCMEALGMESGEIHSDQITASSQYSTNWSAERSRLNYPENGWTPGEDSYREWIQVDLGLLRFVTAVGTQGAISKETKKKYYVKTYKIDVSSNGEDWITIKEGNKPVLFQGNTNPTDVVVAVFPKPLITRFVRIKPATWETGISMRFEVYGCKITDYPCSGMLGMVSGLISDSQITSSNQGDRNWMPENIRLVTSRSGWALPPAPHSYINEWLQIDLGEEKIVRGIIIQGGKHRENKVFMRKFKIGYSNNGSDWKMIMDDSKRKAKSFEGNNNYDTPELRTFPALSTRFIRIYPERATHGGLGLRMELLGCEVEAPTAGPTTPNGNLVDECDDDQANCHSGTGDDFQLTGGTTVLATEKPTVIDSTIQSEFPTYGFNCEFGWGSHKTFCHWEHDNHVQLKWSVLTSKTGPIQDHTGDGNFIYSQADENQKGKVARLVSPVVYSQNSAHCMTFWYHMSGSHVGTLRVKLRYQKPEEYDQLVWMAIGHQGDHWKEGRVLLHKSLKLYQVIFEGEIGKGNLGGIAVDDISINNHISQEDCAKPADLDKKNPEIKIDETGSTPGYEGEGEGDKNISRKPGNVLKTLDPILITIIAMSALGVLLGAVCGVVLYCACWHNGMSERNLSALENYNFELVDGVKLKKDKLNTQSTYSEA
# TbMetRS inhib = blocks T. brucei methionyl-tRNA synthetase activity. purified T. brucei MetRS, ATP depletion, Kinase-Glo luminescence. inhibition, % at 11.9 µM. 0.4% of 360,000 active;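 active means inhibition above a per-plate cutoff of the control wells' mean inhibition plus 3 SD, cut at about 5.5% in these data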;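 further: 0% = DMSO wells median and 100% = median of wells with control inhibitor compound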
#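 assay system = parasite MetRS enzyme | timing = 15 min preincubation, 2 h reaction, all 25 °C | evaluation = percent inhibition relative to median high and low control wells | medium = HEPES buffer containing pyrophosphatase, BSA, spermine, DTT | compound = single dose, 11.9 µM final nominal, 0.9% final DMSO | detection = Kinase-Glo luminescence, ATP depletion format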
# bovine MsrA act = activates bovine MsrA enzyme. purified bovine MsrA, absorbance read-out. activation, % at 10.6 µM. 0.3% of 360,000 active. AID 602163; in the data active means activation above about 7.5%;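 further: 0% = vehicle and 100% = reference activator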
# Starred values were filed as active, the others as inactive; nt = not tested or not shown; & = joins results of further samples; ! = a repeat was not active. Rows are unselected; any-hit rate near 4.3%.
no.	smiles	DNMT1 inh	LMPTP inh	eLon inh	STEP inh	SUMO1-SIM PPI	TbMetRS inhib	Scp-1 inhibitor	MsrA inhibitor	bovine MsrA act	NRP1-CendR mod
1	C=CCSc1nncn1/N=C/c1ccc(OC)cc1	2	-0.9	1	-1	-6	-0.6	-5	1.5	-1	1
2	Cc1cccc(N(Cc2ccccc2)C(=O)c2cc(S(=O)(=O)N3CCOCC3)ccc2F)c1	0	1.7	9	0	9	-0.5	-9	-0.3	2	11
3	N#CC1=C(N)Oc2c(ccc3cccnc23)C1c1ccccc1 (centres undefined)	1	6.1	-9	-3	-28	-0.5	-17	0.7	-10	-2
4	C[C@@H]1O[C@@H](OCCC(=O)O)[C@H](O)C[C@H]1O	2	1.0	-14	2	6	-0.2	-3	-1.3	-1	23
5	CCOC(=O)Nc1ccc2c(c1)N(C(=O)CN1CCN(C)CC1)c1ccccc1S2	0	-3.9	3	2	3	0.4	-8	-0.5	0	-8
6	COCCn1c(=N)c(C(=O)NCCc2ccccc2)cc2c(=O)n3cccc(C)c3nc21	3	2.9	-9	-1	-14	-0.5	3	-0.6	0	4
7	Cc1nnc(SCC(=O)N2N=C(c3ccc(Cl)cc3)CC2c2ccco2)[nH]c1=O (centres undefined)	33	0.6	-14	1	11	0.8	3	-0.8	1	-96
8	Nc1ccc(CC2SC(=O)NC2=O)cc1 (centres undefined)	-1	-0.1	6	-2	1	-0.2	-9	-0.9	-2	5
9	Cc1cc(OCCCn2ccnc2)ccc1C(C)C	-2	-1.7	1	-1	-1	-0.9	-2	-0.7	-11	8
10	COc1ccccc1C(=O)Nc1ccnn1C1CCN(Cc2cn(C)c3ccccc23)CC1	-3	0.9	8	2	-1	-0.3	-2	0.3	-5	9
11	Cc1occc1-c1nnc(SCC(=O)Nc2ccccc2)n1C(C)c1ccccc1 (centres undefined)	-2	-0.6	2	0	-6	0.1	0	0.8	-2	7
12	O=C(NCCC1CC1(Cl)Cl)c1ccc([N+](=O)[O-])cc1 (centres undefined)	-1	-0.6	10	1	-24	0.2	-9	1.9	-2	-1
13	O=C(CSc1nc2ccccc2s1)NCCCN1CCOCC1	5	-3.8	-1	-7	2	-1.2	0	-0.6	-11	-1
14	Cc1cc(C)cc(N2CCCn3c2nc2c3c(=O)[nH]c(=O)n2C)c1	-2	-0.9	-6	1	15	-1.3	1	nt	-9	5
15	Cc1[nH]c(C)c(S(=O)(=O)NCC(C)c2ccccc2)c1C(=O)N1CCCCC1 (centres undefined)	1	0.3	9	-4	-4	0.1	-2	1.6	-1	5
16	O=C(Nc1cccnc1)c1cc(Br)c(Br)s1	-1	0.4	6	2	2	-0.2	-3	0.3	-2	1
17	CCn1cc(S(=O)(=O)c2ccccc2)c(=O)c2cc(F)c(N3CCN(C)CC3)cc21	0	0.0	-1	-1	3	-0.2	-6	2.3	-5	4
18	O=C(O)CC/C(=N\Nc1ccc([N+](=O)[O-])cc1S(=O)(=O)N1CCOCC1)c1cccs1	-4	1.5	-12	3	-25	0.1	-8	2.6	-3	-33
19	Cc1[nH]nc(N=CC2=C(O)CC(C)(C)CC2=O)c1-c1ccccc1	-1&-2	-1.5&0.0	-3&-2	1&2	-13&-2	0.1&-0.5	-12&-2	-0.4&0.3	-3&-2	19*!
20	CCCCOC(=O)c1ccc(N=Nc2c(C)c(C#N)c(O)[nH]c2=O)cc1	3	2.1	6	-10	-23	-0.7	-13	-1.5	1	133
21	Cc1cc(C)nc(NC(=O)c2ccc(C)c([N+](=O)[O-])c2)n1	2	-0.2	3	-2	-9	-1.1	-7	0.8	-1	-12
22	CCOC(=O)Cn1cnc(C)c1	5	-1.2	-8	0	1	-0.2	-12	0.6	-3	13
23	CCc1cccc2c1Sc1ccccc1CC2N1CCNCC1 (centres undefined)	5	-3.5	2	2	-32	-0.5	-8	-1.2	-5	4
24	COc1ccccc1Nc1nnc(SCc2nnc(-c3cc(OC)c(OC)c(OC)c3)o2)s1	-13	0.8	-18	-1	3	-0.8	-7	2.0	-2	-12
25	O=C1NC(=O)/C(=C\c2ccc(OCc3cccc(C(=O)O)c3)c(Cl)c2)N1	1	-1.3	-16	1	2	0.3	-5	5.3*	-4	0
26	CCOc1ccc2[nH]c3nc(SCC(=O)NC4CC4)nnc3c2c1	1	0.6	-5	2	-21	-0.1	-1	-0.8	-2	1
27	COc1ccc(CCNC(=O)c2ccccc2-c2ccccc2C(=O)O)cc1OC	2	-0.2	-8	1	-1	-0.5	-6	-1.1	-5	-2
28	CC(=O)OC[C@@H]1CN(Cc2ccccc2)C[C@H](n2cnc3c(NC4CCC4)ncnc32)O1	-1	1.1	-6	4	10	-0.1	nt	-0.1	1	-21
29	Cc1ccc(C(=O)N2c3ccccc3CC2C)o1 (centres undefined)	0	-0.2	9	0	7	-0.4	6	1.3	-2	-6
30	CCOC(=O)C1CCN(c2c(NCc3ccc(C(=O)NCCC(C)C)cc3)c(=O)c2=O)CC1	2	-1.9	6	1	-1	-1.2	-2	-0.6	1	2
31	COc1ccc(Cc2nnc(NC(=O)C3CCCO3)s2)cc1 (centres undefined)	3	-0.9	-6	2	1	-0.5	-3	0.1	-3	5
32	COc1ccc(CN(C)CC(=O)Nc2c(C)cccc2C)c(OC)c1	0	-1.5	-4	-1	-2	-0.6	-2	-0.6	-11	5
33	O=C(COC(=O)c1n[nH]c2ccccc12)NCCc1ccc(Cl)cc1	-11	1.7	-7	2	5	1.3	-5	0.0	0	-3
34	O=C(Cn1[nH]c(=O)c2ccccc2c1=O)OCC(=O)c1ccc(F)c(F)c1	-1	-2.3	-22	-2	-6	-0.4	-6	0.3	0	12
35	Cc1cccc(OCC(O)Cn2c(=N)n(CCN3CCOCC3)c3ccccc32)c1 (centres undefined)	3	1.2	-3	0	-4	-0.7	3	-1.1	1	-2
36	Cc1ccc2nc(-c3ccc(NC(=O)CCS(=O)(=O)c4ccccc4)cc3)sc2c1	-4	-0.1	-1	1	1	0.0	-13	1.8	-1	-4
37	CCOC(=O)c1[nH]c(C)c(C(=O)N2CCOCC2)c1C	-1	-1.3	4	-1	7	-0.4	-12	0.8	0	5
38	CCN(C(=O)COC(=O)CCOc1ccc(C(C)(C)C)cc1)c1c(N)n(Cc2ccccc2)c(=O)[nH]c1=O	63*	-1.4	-10	-2	1	-0.1	-5	0.4	-1	2
39	O=C1CC2(CCN(C(=O)c3ccc([N+](=O)[O-])cc3)CC2)Oc2ccccc21	6	0.2	-8	0	-22	-0.6	-1	-0.5	0	0
40	O=P(c1ccccc1)(c1ccccc1)C(O)c1ccccn1 (centres undefined)	-4	-1.9	1	2	4	-0.3	-8	0.5	0	7
41	O=C(Nc1ccc(N2CCN(C(=O)c3ccco3)CC2)cc1)c1ccc([N+](=O)[O-])cc1Cl	-2	2.5	-6	-2	-31	0.3	-5	1.6	-4	11
42	CC(=O)Nc1ccc(NC(=O)CN(c2ccc(C34CC5CC(CC(C5)C3)C4)cc2)S(C)(=O)=O)cc1	-21	1.5	-9	0	-4	0.4	-9	0.5	0	-9
43	O=C(CNC(=O)c1ccccc1)N=Nc1c(O)[nH]c2ccc(Br)cc12	4	1.1	0	1	-12	0.4	6	0.0	-2	0
44	COc1cccc(CNC(=O)C2CCCN(S(=O)(=O)c3ccc4c(c3)C(C)(C)C(=O)N4C)C2)c1 (centres undefined)	1	-1.8	-8	0	1	-0.5	-16	0.4	6	1
45	CCOc1ccc(C(=O)Nc2ccc(NC(=O)c3ccco3)c(Cl)c2)cc1Br	21	0.2	-8	0	-1	-0.5	-9	-0.2	0	-9
46	CCN(CC)C(=O)c1nc[nH]c1C(=O)O[C@@H](C)c1ccccc1	1	-1.1	0	3	-3	0.2	0	-0.9	-3	-10
47	CCN(Cc1nc(-c2ccc(OC)cc2)no1)C(=O)c1ccoc1C	2	-0.7	-3	1	2	-0.1	-4	-0.4	0	-6
48	Cc1ccc(S(=O)(=O)N(CC(=O)O)Cc2ccccc2F)cc1	7	-0.1	-6	-4	2	-0.6	-7	-0.5	0	-1
49	COc1ccc(CCNC(=O)C2CCN(C(=O)c3ccc(C(C)(C)C)cc3)CC2)cc1	1	-0.3	-10	-1	2	1.0	-6	0.1	-1	-1
50	CCOC(=O)/C(C#N)=C/c1c(N2CCCCCC2)nc2ccccn2c1=O	6	3.0	-12	0	-27	-2.3	2	1.6	-9	6
51	O=C(CCn1c(=O)oc2ccccc21)Nc1ccccc1	-7	-0.7	-8	1	0	-0.9	-4	-0.7	-3	15
52	COC(=O)c1ccc(-n2nnnc2SCc2nn[nH]n2)cc1	1	-1.3	1	-2	6	-0.1	-3	-0.2	1	16
53	Nc1nc(NCc2ccco2)nc(Nc2cccc(F)c2)c1[N+](=O)[O-]	0	0.1	14	0	5	-0.3	-4	-1.0	-4	-8
54	CCOC(=O)C1(Cc2cccc(OC)c2)CCCN(C(=O)c2cc(CC(C)C)[nH]n2)C1 (centres undefined)	1	-0.8	5	1	-3	-0.7	-1	-0.3	-6	3
55	Cn1c(NC(=O)c2ccccc2NC(=O)C(C)(C)C)nc2ccccc21	-3	1.3	13	-2	-11	-0.9	-6	2.7	-1	-8
56	COc1ccc(Nc2c(-c3ccco3)nc3ccc(C)cn23)cc1	-1	0.4	8	2	2	-0.2	-6	1.2	-4	-10
57	C/C(=N\NC(=O)Cc1ccccc1[N+](=O)[O-])c1cccnc1	3	0.4	-15	3	-8	-0.1	-5	0.8	0	11
58	COc1cccc(NC(=O)COC(=O)CNC(=O)C2CCCCC2)c1	-5	-1.4	7	-3	2	0.1	-2	0.9	-13	-9
59	COCCNC(=O)C1(C)CCCN(Cc2sc(C)nc2C)C1 (centres undefined)	8	-2.0	-4	-1	2	-0.4	nt	2.0	-2	-2
60	COc1cccc(CN2CC(C(=O)NCCC3=CCCCC3)CCC2=O)c1 (centres undefined)	2	0.2	3	-1	-3	-0.3	-5	0.0	-3	-2

# Profiles, looked up by structure:
# `CC(=O)OC[C@@H]1CN(Cc2ccccc2)C[C@H](n2cnc3c(NC4CCC4)ncnc32)O1` across the screens: DNMT1 inh = -1; LMPTP inh = 1.1; eLon inh = -6; STEP inh = 4; SUMO1-SIM PPI = 10; TbMetRS inhib = -0.1; Scp-1 inhibitor = nt; MsrA inhibitor = -0.1; bovine MsrA act = 1; NRP1-CendR mod = -21
# `Cc1cccc(OCC(O)Cn2c(=N)n(CCN3CCOCC3)c3ccccc32)c1` (centres undefined) across the screens: DNMT1 inh = 3; LMPTP inh = 1.2; eLon inh = -3; STEP inh = 0; SUMO1-SIM PPI = -4; TbMetRS inhib = -0.7; Scp-1 inhibitor = 3; MsrA inhibitor = -1.1; bovine MsrA act = 1; NRP1-CendR mod = -2
